# Bioassay records as filed in PubChem.
# ASAP1 GAP inh – inhibitors of human ASAP1 ArfGAP activity. 0.19% of 360,000 active. inhibition, % at 16.5 µM. ASAP1-stimulated ARF1 GTP hydrolysis, GDP FP detection. AID 624377; in the data active = inhibition above about 25%;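 note: 0% = vehicle with enzyme and substrate and 100% = no enzyme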
# Target sequence (Q9ULH1 325-724 limits assumed): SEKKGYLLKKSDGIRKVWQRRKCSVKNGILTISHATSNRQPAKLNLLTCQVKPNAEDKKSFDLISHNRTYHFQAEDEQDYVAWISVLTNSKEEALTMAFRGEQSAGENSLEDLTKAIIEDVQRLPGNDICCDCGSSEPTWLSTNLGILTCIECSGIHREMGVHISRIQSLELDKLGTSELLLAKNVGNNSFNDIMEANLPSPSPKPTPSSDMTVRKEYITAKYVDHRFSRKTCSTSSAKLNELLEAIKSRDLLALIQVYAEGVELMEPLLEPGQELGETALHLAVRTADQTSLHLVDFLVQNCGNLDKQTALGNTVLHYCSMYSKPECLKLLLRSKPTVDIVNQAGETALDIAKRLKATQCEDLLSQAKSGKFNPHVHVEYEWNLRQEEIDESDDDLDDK
# PLC-gamma1 inh – inhibitors of human phospholipase C gamma1. 0.84% of 370,000 active. purified PLC-gamma1, fluorogenic substrate, fluorescence. P19174. inhibition, % at 12.2 µM; in the data active = inhibition above about 9.5%
# DDE Tn6 FP inh – DD(E)-Tn6 binding inhibition, primary FP screen; inhibition, % at 8.3 µM; 0.21% of 370,000 active; P02675; AID 720509; Fibrin DD(E) TRITC-Tn6 fluorescence polarization displacement;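 active = inhibition above a per-campaign cutoff: mean of compounds within control limits plus 3 SD, cut at about 15% in these data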;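 note: 0% = median of all compound wells on the plate and 100% = blocking peptide control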
# Tn7 DDE FP – disrupts Tn7 cyclic peptide binding to fibrin D-Dimer-E complex. FP displacement of FITC-Tn7 peptide from fibrin DD(E); 0% = median of compound wells per plate. inhibition, % at 8.3 µM. 0.13% of 370,000 active. AID 720508;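 active = inhibition above the mean of compounds falling within the control limits plus 3 SD of them, cut at about 14% in these data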;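 note: 0% = plate median of compound wells and 100% = 10 µM Aha-Tn7 peptide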
#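 Assay system: Human clot-derived fibrin DD(E) complex | Buffer or medium: Tris/NaCl/CaCl2 buffer, pH 7.8 | Repeats: One replicate per compound | Benchmarks: Aha-Tn7 high control | Measure: % inhibition scaled between sample-field median and high-control FP | Schedule: 10 min plus 3 h, room temperature | Signal: Fluorescence polarization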
# ADAM17 inh – ADAM17 inhibition, QFRET primary screen. AID 720648. P78536. recombinant ADAM17, EDANS/DABCYL FRET peptide cleavage. 0.83% of 370,000 active. inhibition, % at 6.95 µM;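 active = inhibition above the mean of compounds lying between control limits plus 3 SD, set per campaign, cut at about 8.5% in these data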;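 note: 0% = DMSO-only wells as the low control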
# ARFGAP1 inh – rat ARFGAP1 inhibition; Q62848; Arfgap1-stimulated ARF1 GTP hydrolysis, GDP FP detection; inhibition, % at 16.5 µM; 0.26% of 360,000 active; AID 651572;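 active = inhibition above a per-plate limit, mean inhibition of low control wells plus 3 SD, cut at about 25% in these data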;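 note: 0% = DMSO wells with enzyme and 100% = wells lacking Arfgap1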
# Target sequence (Q62848 1-136 limits assumed): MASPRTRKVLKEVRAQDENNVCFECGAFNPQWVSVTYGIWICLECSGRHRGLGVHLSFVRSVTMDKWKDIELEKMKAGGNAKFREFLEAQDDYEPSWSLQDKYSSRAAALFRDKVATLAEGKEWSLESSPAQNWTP
#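 Material: rat Arfgap1 GAP domain (His6, aa 1-136), purified enzyme. Also added: human ARF1(Δ1-17)-GTP substrate. Compound dosing: 16.5 µM single point, 1.26% DMSO. Timing: enzyme reaction 120 min at 25 °C after 20 min preincubation. Signal: GDP detection by fluorescence polarization. Read-out basis: percent inhibition of GAP-stimulated GDP formation, scaled between DMSO and no-Arfgap1 medians.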
# MBD2 inh – inhibitors of human MBD2 binding to methylated oligonucleotide; Q9UBB5; TR-FRET; inhibition, % at 4.4 µM; 0.31% of 370,000 active; AID 686964; in the data active = inhibition above about 13%
# KLK7 zymogen act – activates the human kallikrein-7 zymogen. P49862. purified proKLK7, EDANS-DABCYL substrate fluorescence; 100% is mature enzyme control, 0% vehicle. activation, % at 7 µM. 0.9% of 370,000 active;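 active = activation above the mean of all tested compounds plus 3 SD, computed per campaign excluding outliers beyond control limits, cut at about 13% in these data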
# Target sequence (P49862 whole entry, looked up): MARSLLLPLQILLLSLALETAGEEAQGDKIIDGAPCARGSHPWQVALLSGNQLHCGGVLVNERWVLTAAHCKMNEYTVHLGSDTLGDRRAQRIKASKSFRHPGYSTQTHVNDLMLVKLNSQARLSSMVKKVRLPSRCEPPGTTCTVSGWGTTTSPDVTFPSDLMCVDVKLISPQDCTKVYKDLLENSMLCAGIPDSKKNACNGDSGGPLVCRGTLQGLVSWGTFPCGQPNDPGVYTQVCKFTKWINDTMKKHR
# PLC-beta3 inh – blocks human PLC-beta3 enzyme activity | Q01970 | Purified PLC-beta3, fluorogenic substrate, fluorescence | inhibition, % at 12.2 µM | 0.18% of 370,000 active; in the data active = inhibition above about 11%;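 note: 0% = median of compound wells on plate and 100% = full blocker control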
# UHRF1 MBD2 ctr – human UHRF1 methylated DNA binding inhibitors | Q96T88 | UHRF1 binding to methylated oligo, TR-FRET | inhibition, % at 4.4 µM | 0.75% of 370,000 active | AID 687016; in the data active = inhibition above about 21%;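 note: UHRF1 SRA domain binding a hemimethylated CpG hairpin DNA probe; 0% = median of test compound wells and 100% = reference inhibitor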
# Active calls of the source: *; / = not tested or not shown.
SMILES,ASAP1 GAP inh,PLC-gamma1 inh,DDE Tn6 FP inh,Tn7 DDE FP,ADAM17 inh,ARFGAP1 inh,MBD2 inh,KLK7 zymogen act,PLC-beta3 inh,UHRF1 MBD2 ctr
CN(C)S(=O)(=O)N1CCC(CO)(CCc2ccccc2)CC1,-0.6,-0.3,2.7,-4.1,0.3,0.3,-0.1,-0.3,1.6,2.1
COc1ccc(CC(=O)N2CCc3cc(OC)c(OC)cc3C2O)cc1OC (configuration not stated),8.2,-84.2,2.8,5.9,-28.2,1.2,1.4,14.1*,-125.6,-2.0
CC(Sc1nnc2n1CCCCC2)C(=O)Nc1ccccc1[N+](=O)[O-] (configuration not stated),4.2,0.1,5.1,0.6,-2.5,1.6,1.3,0.3,-4.1,-1.1
Cc1cccc(NS(=O)(=O)c2ccc(-c3cnc(C4CC4)o3)cc2)c1C,-13.1,-1.6,2.8,-1.8,2.2,-0.1,4.0,0.4,-5.1,-1.1
COc1ccc(OC)c(C2C(C(=O)c3ccc(C)o3)=C(O)C(=O)N2CCN2CCOCC2)c1 (configuration not stated),3.3,-9.9,6.5,-7.1,-9.2,2.1,-5.7,0.4,-20.5,-6.5
CC1(C2CC2)NC(=O)N(CC(=O)N2CCN(S(=O)(=O)c3ccc(F)c(F)c3)CC2)C1=O (configuration not stated),7.7,3.2,-4.2,-3.6,-1.3,-2.2,4.2,0.1,-2.9,-2.3
CC(=O)N1CCOc2ccc(S(=O)(=O)N3CCN(c4cc(C)ccc4C)CC3)cc21,3.5,1.8,-5.0,2.5,0.3,-6.8,-0.8,0.0,6.1,-3.6
CCOC(=O)N1CCC(Nc2cccc(SC)c2)CC1,2.2,0.4,-0.8,0.3,-2.2,-2.6,2.1,0.8,0.4,-2.2
O=C(Cn1ncc2c(=O)oc3ccccc3c21)NCCN1CCN(c2ccccc2F)CC1,6.0,-2.0,-5.2,-4.1,2.3,-8.0,5.9,-0.5,3.6,-0.4
COc1ccc(/C(=C/Nc2cccc(Br)c2)C(C)=O)cc1OC,-3.6,-9.2,-1.8,1.3,-1.1,4.6,0.3,0.3,-13.0,-1.1
Cc1cc(Nc2ccc(Br)cc2F)n2ncnc2n1,2.2,-2.5,0.9,2.4,-4.3,-7.5,2.6,-0.1,-4.0,2.0
COc1ccc(N2C(=NC(=O)C3CCCO3)SC3CS(=O)(=O)CC32)cc1 (configuration not stated),8.0,8.6,-6.8,1.4,2.8,4.9,-2.1,-0.6,-5.4,1.0
O=C(Cc1ccccc1Cl)N1CCN(c2ccccn2)CC1,11.1,-5.0,-4.9,4.4,-10.2,5.7,0.5,0.6,-9.9,0.3
Cc1ccccc1CC(=O)NCCN1CCOCC1,-11.6,-0.6,1.0,-4.0,-0.4,-4.4,-4.6,0.5,-3.9,-1.2
CN(CC(=O)NC1CCCCCCC1)S(=O)(=O)c1cccc2cccnc12,8.6,3.2,4.0,-7.4,3.5,2.3,3.5,-0.5,3.8,5.8
Cc1cc(NC(=O)COc2ccc3ccccc3c2Br)no1,-4.2,-0.4,-0.3,-4.7,-5.6,1.6,0.2,-0.8,-9.3,0.7
O=C(N/N=C/c1cccc(Oc2ccccc2)c1)c1cccc(O)c1,-2.9,-0.8,-7.5,6.2,0.3,4.7,2.3,0.3,-7.8,-0.1
Cc1ccc(S(=O)(=O)Nc2ccc(NC(=O)CN3CCCCC3)c(Cl)c2)cc1,10.0,1.3,-2.0,0.8,2.7,13.0,4.7,0.3,-1.8,3.0
COc1ccc(C2CC(=O)N3CN(c4ccc(C)c(Cl)c4)CSC3=C2C#N)cc1 (configuration not stated),-15.7,-8.1,-0.8,7.5,-6.3,0.3,3.3,1.7,-13.9,-0.6
Cc1cccc(N2CCN(Cc3cc(=O)n4ccsc4n3)CC2)c1C,-4.5,-7.0,-3.8,5.1,-3.9,-8.4,0.7,0.0,-9.9,0.7

# Among those listed so far, 5 have four or more nitrogen atoms:
SMILES,ASAP1 GAP inh,PLC-gamma1 inh,DDE Tn6 FP inh,Tn7 DDE FP,ADAM17 inh,ARFGAP1 inh,MBD2 inh,KLK7 zymogen act,PLC-beta3 inh,UHRF1 MBD2 ctr
CC(Sc1nnc2n1CCCCC2)C(=O)Nc1ccccc1[N+](=O)[O-] (configuration not stated),4.2,0.1,5.1,0.6,-2.5,1.6,1.3,0.3,-4.1,-1.1
CC1(C2CC2)NC(=O)N(CC(=O)N2CCN(S(=O)(=O)c3ccc(F)c(F)c3)CC2)C1=O (configuration not stated),7.7,3.2,-4.2,-3.6,-1.3,-2.2,4.2,0.1,-2.9,-2.3
O=C(Cn1ncc2c(=O)oc3ccccc3c21)NCCN1CCN(c2ccccc2F)CC1,6.0,-2.0,-5.2,-4.1,2.3,-8.0,5.9,-0.5,3.6,-0.4
Cc1cc(Nc2ccc(Br)cc2F)n2ncnc2n1,2.2,-2.5,0.9,2.4,-4.3,-7.5,2.6,-0.1,-4.0,2.0
Cc1cccc(N2CCN(Cc3cc(=O)n4ccsc4n3)CC2)c1C,-4.5,-7.0,-3.8,5.1,-3.9,-8.4,0.7,0.0,-9.9,0.7

# (continued)
SMILES,ASAP1 GAP inh,PLC-gamma1 inh,DDE Tn6 FP inh,Tn7 DDE FP,ADAM17 inh,ARFGAP1 inh,MBD2 inh,KLK7 zymogen act,PLC-beta3 inh,UHRF1 MBD2 ctr
CC(=O)N(CCCN1CCOCC1)Cc1ccncc1,6.6,0.3,-0.6,-2.0,-3.2,12.2,-0.4,0.3,2.7,0.5
COc1cccc(C(=O)NNC(=O)C(=O)Nc2ccc(OC)cc2OC)c1,-20.0,1.6,-8.1,-1.4,-3.5,-18.7,-1.0,0.1,-9.5,0.5
CSc1nnc(NC(=O)c2cccc(S(=O)(=O)N3CCOCC3)c2)s1,-3.9,-2.2,-1.7,7.6,-4.2,-6.9,0.9,0.0,-18.5,3.5
CC1CC(C)CN(CC(O)COCc2ccccc2)C1 (configuration not stated),5.0,1.0,0.7,-4.3,-3.4,-1.1,-5.6,-0.4,-3.2,-1.6
Cc1ccc(NC(=O)C2CCN(C(=O)c3ccco3)CC2)cc1C,-1.5,0.9,-1.2,1.6,0.1,-0.8,-4.5,0.2,-0.9,-1.0
C/C(=N\NC(=O)COc1ccc(C)cc1[N+](=O)[O-])c1ccc2c(c1)OCCO2,-7.6,-0.8,1.9,2.5,-2.5,-7.6,4.1,-0.6,-8.3,2.7
COC(=O)c1ccccc1NC(=O)Nc1cccnc1,3.3,-2.6,-1.5,-6.2,-8.5,-1.3,0.1,-0.8,-1.8,1.1
CCOC(=O)CSc1ccc2ccccc2n1,-2.8,-0.8,-0.9,4.6,-2.0,2.1,-5.0,0.0,-4.4,-1.5
O=C(CSCc1ccc(Cl)cc1)NCC1CCCO1 (configuration not stated),-7.2,3.3,-8.2,-0.6,-1.4,11.4,2.0,-0.9,3.1,0.4
Cn1c(=O)[nH]c(=O)c2c1nc(Br)n2CCCO,-0.3,-1.7,-6.3,0.3,-0.2,3.8,-5.5,0.2,0.8,-1.3
Cc1ccc(S(=O)(=O)Oc2ccc(/C=N/N=C3/NC(=O)C(CC(=O)O)S3)cc2)cc1[N+](=O)[O-] (configuration not stated),2.2,0.0,-4.5,5.2,1.4,2.9,-0.3,0.4,-6.0,0.1
COc1ccc(C=O)cc1Cn1ccnc1,10.8,-1.1,-1.3,-3.4,0.6,-6.2,-2.4,0.5,2.5,-0.1
O=P(Nc1ccccc1)(Nc1ccccc1)c1ccccc1,2.0,-0.9,1.9,6.3,0.0,-18.3,1.6,-0.2,-4.2,1.7
COc1ccc(CNC(=O)C(=O)NCC2OCCCN2S(=O)(=O)c2cccs2)cc1 (configuration not stated),10.6,-1.5,-8.5,2.9,3.4,8.4,-3.2,0.2,-6.3,3.7
Cc1ccc(NC(NC(=O)c2cccs2)C(Cl)(Cl)Cl)cc1 (configuration not stated),-10.7,-1.9,5.6,11.4,-0.9,7.1,-0.1,-0.5,0.2,-1.1
Cn1c(N)c(-c2ccccc2)c2ccc([N+](=O)[O-])cc2c1=O,-7.8,-45.2,1.1,-9.3,0.5,8.1,-5.5,-0.2,-54.6,-1.3
CCn1nc(NC(=O)C2CCCO2)c2cc3cccc(C)c3nc21 (configuration not stated),-2.2,-385.7,-4.1,-4.7,-58.7,-1.2,-5.9,0.8,-458.7,11.1
CC(=O)NCc1cc(-c2nn(C)c(=O)c3ccccc23)ccc1C,-0.4,1.8,-0.6,-1.6,-3.1,-7.5,-1.2,-0.1,0.6,-0.5
CCn1c(Cc2cccs2)nnc1SCC(=O)Nc1ccc2c(c1)OCCO2,/,-3.0,-5.8,10.7,2.9,/,4.7,0.6,-1.9,-0.3
Cc1ccc(OCCCCCCN2CCNCC2)c(Br)c1,-16.6,2.2,-1.9,-3.5,-3.0,-2.9,0.7,0.4,-6.9,-2.9
COC(=O)Cn1cnc(=O)c(C#N)c1/C=C/N(C)C,6.7,-2.2,0.4,-0.4,-2.7,9.5,1.4,-0.5,-5.2,0.5
COc1ccc2sc(C)[n+](C)c2c1,-1.0,4.2,-0.8,0.2,-1.8,4.4,0.3,-1.0,0.4,7.1
CCCCN(CCCNc1ncnc2nc[nH]c12)c1ccccc1,19.3,1.7,-5.9,6.7,0.0,-1.2,1.8,-0.3,0.8,-1.2
CCOC(=O)C1=C(C)c2ccccc2N(C(=O)OC)C1(C)C(=O)OCC (configuration not stated),12.1,-11.5,3.5,3.1,-5.5,-14.6,0.0,0.6,-14.6,-1.4
Cc1ccc(C(=O)NC(C(=O)Nc2cccc(S(N)(=O)=O)c2)C(C)C)cc1 (configuration not stated),1.5,-0.2,8.6,-6.9,-2.0,2.8,-2.6,0.1,-7.0,2.5
CCOC(=O)C1=C(COC(=O)CCC(=O)c2ccc(C)cc2)NC(=O)NC1C (configuration not stated),3.8,3.2,4.2,0.0,-1.9,-14.2,1.7,0.1,-3.8,-0.3
Cc1cc(C(=O)NC2CCCN(Cc3ccccc3F)C2)n[nH]1 (configuration not stated),13.2,-6.7,0.3,7.8,0.8,-2.9,4.1,0.5,-10.5,4.3
CN1CCN(NC(=O)CN(C)S(=O)(=O)c2cc(Cl)ccc2Cl)CC1,3.6,4.8,-5.1,2.5,4.7,-15.1,-0.6,-1.2,5.5,1.7
O=C(NC1CCc2ccccc21)c1cc(-c2ccc(Cl)cc2)nc2ccccc12 (configuration not stated),/,1.7,-6.3,0.8,-2.9,/,0.8,-0.2,2.3,3.6
COc1ccc(C2=NN(C(=O)CSc3ncccn3)C(c3cccc(OC)c3OC)C2)cc1 (configuration not stated),-3.8,-1.7,4.4,6.9,-0.2,0.6,0.4,0.3,0.5,4.8
CCCNC(=O)C1(C)CCN(C(=O)COc2ccc(C(C)(C)C)cc2)C1 (configuration not stated),0.0,1.1,-4.7,-6.6,-0.2,-2.6,3.8,0.0,5.4,-1.7
COc1cccc(CN2CCC(n3nccc3NC(=O)C3CC3)CC2)c1,-5.0,4.5,-2.6,-3.8,1.4,10.9,4.0,0.3,-2.4,-1.4
